Epigenetic reg = Quantitative High-Throughput Screen for Regulators of Epigenetic Control; Potency, µM (series often up to 53.9 µM), for the others: top-dose GFP activation, actives largely listed as activators; murine LDR cells, GFP reporter derepression, 30 h; 280,000 compounds, 0.2% hits; also: potency is read from the fitted curve at half-maximal effect; % of control where 0% means no effect; nearly all actives have a fitted effect of over 60% in size
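In this reporter-derepression format, murine cells bearing a silenced integrated CMV-GFP locus incubate with test compound (30 h, 37 C), then are washed and imaged; fluorescent objects of 20–120 um count as induced cells.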
Tau fibril FP = qHTS for Inhibitors of Tau Fibril Formation, Fluorescence Polarization; Microtubule-associated protein tau (Homo sapiens), P10636; K18 P301L tau heparin fibrillization, Alexa594 FP, 6 h; Potency, µM (titrated, usually from 57.7 µM), inactives show top-dose activity, negative = inhibition, most hits filed as inhibitors; 280,000 compounds, 0.39% hits; AID 1468, 2008; also: potency is read from the fitted curve at half-maximal effect; % is scaled to controls: 0 for no effect and ±100 for the full control effect; nearly all actives have a fitted effect of over 55% in size
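Quantitative HTS format: compounds meet 15 uM recombinant K18 P301L tau and Alexa 594-tau tracer in 100 mM sodium acetate pH 7; 20 uM heparin triggers fibrillization at 37 C over 6 hr; FP gives the signal.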
aGal spleen mod = qHTS Assay for Inhibitors and Activators of Human alpha-Galactosidase From Spleen Homogenate. Alpha-galactosidase A (Homo sapiens), P06280. human spleen homogenate, 4MU-alpha-Gal fluorescence, 40 min. Potency, µM (titrated, usually from 80 µM), for inactives: top-dose activity change, negative = inhibition, actives largely listed as inhibitors. 240,000 compounds, 0.008% hits. AID 2107, 2009;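 also: potency is read from the fitted curve at half-maximal effect; 0% = enzyme with vehicle and -100% = no enzyme basal signal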
Target sequence (P06280 32-429 limits assumed): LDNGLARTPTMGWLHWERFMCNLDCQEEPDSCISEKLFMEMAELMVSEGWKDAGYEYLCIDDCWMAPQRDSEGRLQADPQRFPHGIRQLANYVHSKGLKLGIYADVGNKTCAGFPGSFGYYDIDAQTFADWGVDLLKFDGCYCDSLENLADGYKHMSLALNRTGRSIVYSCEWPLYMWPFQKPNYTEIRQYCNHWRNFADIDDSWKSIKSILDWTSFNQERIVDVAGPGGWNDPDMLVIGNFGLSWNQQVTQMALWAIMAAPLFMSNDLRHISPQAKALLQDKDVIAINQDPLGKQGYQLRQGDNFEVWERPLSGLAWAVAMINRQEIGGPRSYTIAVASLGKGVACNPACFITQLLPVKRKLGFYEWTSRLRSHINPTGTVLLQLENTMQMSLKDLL
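Spleen homogenate 1 ug + cpd (titration) + 4-MU-alpha-D-galactopyranoside 1 mM; 37C 40 min; 50 mM citrate/phosphate pH 5.0, 0.01% Tween-20; stop pH 10; fluorescence 365/440; AC50 via Hill.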
TexasRed fluor = Total Fluorescence Counterscreen for Inhibitors of the Interaction of Thyroid Hormone Receptor and Steroid Receptor Coregulator 2; 280,000 compounds, 0.29% hits; TRb/SRC2 Texas Red total fluorescence interference; AID 1479, 2009; Potency, µM (top dose mostly 106 µM), without a hit: at the top dose fluorescence change, negative = quenching; active = well fitted curve in either direction with a large enough effect; inconclusive = small, poorly fitted or top-dose-only effect; also: potency is read from the fitted curve at half-maximal effect; % is scaled to controls: 0 for no effect and ±100 for the full control effect
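Human TRb ligand-binding domain at 0.6 uM with 20 nM Texas Red SRC2 peptide in Tris buffer containing 1 uM T3 and 5% DMSO, incubated with compound 5 h at ambient temperature. Total fluorescence (555/632 nm) calculated as parallel + 2 × perpendicular.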
Tau fluor counter = Counterscreen qHTS for Inhibitors of Tau Fibril Formation, Fluorescence Polarization | 280,000 compounds, 0.93% hits | AID 1463, 2008 | Potency, µM (highest dose often 57.7 µM), for the others: top-dose activity change, negative = decrease | tau K18 P301L Alexa594 fluorescence, heparin fibrillization; also: potency is read from the fitted curve at half-maximal effect; % is scaled to controls: 0 for no effect and ±100 for the full control effect; nearly all actives have a fitted effect of over 55% in size
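Human tau K18 P301L (15 uM unlabeled, 0.24 uM Alexa 594-labeled) in 100 mM sodium acetate pH 7 with 20 uM heparin, 6 hr at 37 C. ThT 30 uM added, 1 hr ambient; Alexa 594 FP and total fluorescence read at 555/632 nm.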
CBFb RUNX1 block = qHTS Assay for Compounds Blocking the Interaction Between CBF-beta and RUNX1 for the Treatment of Acute Myeloid Leukemia | 230,000 tested, under 10 active | AlphaScreen CBFb-His/RUNX1-biotin binding, biochemical | Runt-related transcription factor 1 (Homo sapiens) + Core-binding factor subunit beta … | AID 1477, 2009 | Potency, µM (series often up to 59.8 µM), for inactives: at the highest dose activity, negative = inhibition, usual class: inhibitors; also: % of control where 0% means no effect
Target sequence (Q01196 whole entry, looked up): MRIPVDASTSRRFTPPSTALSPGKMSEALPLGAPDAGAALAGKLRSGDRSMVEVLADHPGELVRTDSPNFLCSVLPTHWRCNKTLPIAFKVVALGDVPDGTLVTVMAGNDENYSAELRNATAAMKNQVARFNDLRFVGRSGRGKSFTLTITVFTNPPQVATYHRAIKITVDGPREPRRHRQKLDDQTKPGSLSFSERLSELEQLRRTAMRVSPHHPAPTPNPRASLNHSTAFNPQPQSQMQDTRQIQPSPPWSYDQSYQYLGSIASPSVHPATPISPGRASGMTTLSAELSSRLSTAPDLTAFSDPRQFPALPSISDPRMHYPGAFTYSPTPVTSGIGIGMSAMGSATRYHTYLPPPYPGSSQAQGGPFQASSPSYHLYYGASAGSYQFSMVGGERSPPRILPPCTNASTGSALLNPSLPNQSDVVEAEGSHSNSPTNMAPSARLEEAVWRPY
Target sequence (Q13951 whole entry, looked up): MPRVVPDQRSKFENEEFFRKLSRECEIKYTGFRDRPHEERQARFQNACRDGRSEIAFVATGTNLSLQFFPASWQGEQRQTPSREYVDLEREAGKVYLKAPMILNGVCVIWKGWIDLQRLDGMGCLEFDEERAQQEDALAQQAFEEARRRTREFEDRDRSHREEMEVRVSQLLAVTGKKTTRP
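CBFb-His/RUNX1-biotin, 30 nM each, preincubated 20 min RT; compound 15 min RT; Ni + streptavidin beads 50 ng each, 90 min RT; AlphaScreen read.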
TRb-SRC2 inh = qHTS for Inhibitors of the Interaction of Thyroid Hormone Receptor and Steroid Receptor Coregulator 2 | Thyroid hormone receptor beta (Homo sapiens), P10828 | TRbeta-SRC2 peptide binding, fluorescence polarization; receptor liganded with 1 µM T3 | Potency, µM (series often up to 106 µM), inactives show at the top dose activity change, negative = inhibition, usual class: inhibitors | 280,000 compounds, 0.065% hits;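 also: potency is read from the fitted curve at half-maximal effect; plate controls were bound peptide for no effect and peptide without receptor for full effect; nearly all actives have a fitted effect of over 50% in size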
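Binding of a 20-amino-acid Texas Red SRC2 peptide (20 nM) to TRb ligand-binding domain (0.6 uM) with agonist T3 at 1 uM was followed by fluorescence polarization after a 5 hr room-temperature incubation.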
NPSR antagonist = qHTS Assay for Antagonists of the Neuropeptide S Receptor: cAMP Signal Transduction. CHO-NPSR cells, cAMP TR-FRET, antagonist mode. Q6W5P4. 220,000 compounds, 1% hits. Potency, µM (doses to about 38.3 µM), for inactives: at the highest dose activity change, negative = inhibition, actives largely listed as inhibitors; also: potency is read from the fitted curve at half-maximal effect; % is scaled to controls: 0 for no effect and ±100 for the full control effect; nearly all actives have a fitted effect of over 50% in size; many of its hits are not listed in these tables
* = called active by the depositor; ? = inconclusive; . = not tested or not shown; [ ] = dose if it differs, or a comment. Unless noted, calls follow the shape of the dose curve; as a rule, active = well fitted curve in the direction sought with a large enough effect; inconclusive = small, poorly fitted or top-dose-only effect, or another doubt; inactive = no such curve, though single readings can be large; an effect the other way counts as inactive or inconclusive. A portion of the library; the hit share may differ from the screen's.

Each structure is followed by: Epigenetic reg | Tau fibril FP | aGal spleen mod | TexasRed fluor | Tau fluor counter | CBFb RUNX1 block | TRb-SRC2 inh | NPSR antagonist
- CCCCNC(=O)CSc1nc2ccccc2n1S(=O)(=O)c1ccc(Br)cc1
  -1.0% | 0% | -24% | -6% | -10% | 1% | 2% | -3%
- O=C1NC(O)=NC1(c1ccccc1)c1ccccc1
  -0.1% | -3% | ? | ? | -2% | 25% | -18% | -11%[46.1 µM]
- O=c1[nH]c2cc3c(cc2cc1C(c1nnnn1Cc1ccccc1)N1CCN2CCCC2C1)OCCO3 (stereo unspecified)
  1.0% | -11% | ? | 3% | -18% | -7% | -12% | -14%[46.1 µM]
- CC(C)(C)[C@@H]1C=C(C(N)=O)O[C@H](OCc2ccc(CO)cc2)C1
  -0.4% | -3% | 2% | -3% | -9% | 12% | 4% | 16%
- NS(=O)(=O)c1ccc(NC(=O)CCC2CCCCC2)cc1
  0.0% | 2% | -10% | -1% | -2% | 1% | 3% | -6%[46.1 µM]
- COc1ccccc1N1CCN(C(=O)c2oc3ccccc3c2NC(=O)C(C)Oc2ccccc2)CC1 (stereo unspecified)
  -1.3% | -14% | . | 2% | -26% | . | 3% | .
- COc1cc(OC)cc(-c2nnc(SCC(=O)N3CCOCC3)o2)c1
  -0.3% | -9% | -8% | -2% | -10% | 3% | -7% | -5%[46.1 µM]
- CCOC(=O)c1c(C)[nH]sc1=S
  0.8% | 1% | -8% | -5% | -2% | -6% | 9% | ?
- O=Cc1c(OCc2ccccc2)ccc2ccccc12
  0.0% | -6% | -2% | -9% | -11% | -1% | -4% | -48%
- C=CCOC(=O)C1C(=O)CC(C)(O)C(C(=O)OCC=C)C1c1ccc(OC)cc1 (stereo unspecified)
  0.0% | 3% | 4% | -2% | 2% | 15% | 0% | -9%[46.1 µM]
- COC(=O)c1cc2oc(C)cc2n1Cc1c(C)cc(C)cc1C
  1.4% | -1% | . | 0% | -11% | . | 0% | .
- COc1cccc(CNC(C)(C)CO)c1OCc1ccc(Cl)cc1
  -2.3% | -2% | -16% | -5% | -2% | -1% | -3% | -4%
- c1ccc(CNc2nc(-c3cccs3)nc3ccccc23)nc1
  -1.4% | ? | -14% | -9% | -29% | 12% | -5% | -20%
- O=C(CSc1nc(-c2ccccc2)c(-c2ccccc2)[nH]1)Nc1nccs1
  2.9% | 2% | ? | -3% | 14µM*[quencher] | -8% | -12% | -30%[46.1 µM]
- Cc1nc2ccccc2nc1CSc1nncs1
  4.3% | 9% | -7% | 3% | -6% | 5% | -1% | -6%[46.1 µM]
- COc1ccc(CCNC(=O)c2ccccc2SC)cc1
  -1.9% | 6% | 4% | -1% | 1% | 2% | 4% | 8%
- Cc1cccc(CN2C(=O)c3ccccc3Sc3ccc(C(=O)NCc4cccs4)cc32)c1
  -1.7% | -8% | . | -1% | -27% | . | 4% | .
- COc1ccc(OC)c(-c2csc(NC(=O)C3c4ccccc4Oc4ccccc43)n2)c1
  -1.1% | ? | 7% | -27% | -25% | -14% | 3% | -22%
- COc1ccc(C(CCNCc2ccc(OC)c(OC)c2)c2ccc(F)cc2)cc1 (stereo unspecified)
  1.1% | -7% | 4% | 2% | -6% | 0% | 1% | -44%
- CCC(=O)Nc1c(S(=O)(=O)c2ccc(C)cc2)c2nc3ccccc3nc2n1C(C)c1ccccc1 (stereo unspecified)
  4.4% | -10% | ? | -1% | -23% | 0% | 5% | -20%[46.1 µM]
- O=C(Cn1cc(SCc2ccccc2F)c2ccccc21)N1CCCC1
  -0.9% | -3% | . | -1% | -19% | . | -3% | .
- O=C(Cn1cnc2ccccc2c1=O)Nc1ccc2c(c1)OCCO2
  -2.9% | 13% | -14% | -2% | -1% | 2% | -19% | -5%[46.1 µM]
- CC(=O)Nc1ccc(/C=C/C(=O)c2ccccc2)cc1
  ? | 3% | -27% | -2% | -8% | 7% | 2% | -12%
- FC(F)Sc1ccc(NC(=S)NC2CCCC2)cc1
  -2.7% | -5% | 5% | 0% | ? | 8% | -5% | -11%
- Cn1c(/C(C#N)=N/O)nc2ccccc21
  0.0% | -13% | -1% | -2% | -10% | 3% | -17% | -6%[46.1 µM]
- CC(=O)NCCn1c(SCC(=O)NCCC2=CCCCC2)nc2ccccc2c1=O
  0.0% | -1% | ? | 3% | -6% | -3% | -15% | 8%[46.1 µM]
- Cc1ccc(Nc2nc3c(S(=O)(=O)c4ccccc4)nnn3c3ccc(Cl)cc23)c(C)c1
  0.0% | -10% | . | 7% | -7% | . | -4% | .
- OCC1(CCc2ccccc2)CCN(Cc2cc(Cl)ccc2O)CC1
  -3.1% | 0% | -14% | -1% | -21% | -1% | -2% | 42%
- Cc1c(-c2ccc(F)cc2)nc(N)c(C#N)c1-c1ccco1
  -0.3% | -8% | 22% | 1% | -5% | 4% | -17% | 5%[46.1 µM]
- COc1ccc(/C=C(/C#N)c2nc(-c3ccc(Br)cc3)cs2)cc1
  -0.8% | ? | . | -35% | -23% | . | -5% | .
- COC(=O)c1c(NC(=O)CCCOc2cccc(C)c2)sc2c1CCC2
  -1.6% | -9% | . | 6% | -18% | . | 4% | .
- COC(=O)c1cn(C(=O)OC)c2ccccc12
  0.9% | -3% | 4% | -2% | -4% | 10% | 3% | -15%[46.1 µM]
- CCOc1ccc(/C=N/NC(=O)c2cc(-c3cccn3C)n[nH]2)cc1
  -1.1% | ? | -2% | -3% | -22% | . | 6% | -17%
- CC(C)NC(=O)C(=O)NCCCOC(C)C
  0.0% | -1% | 6% | -2% | -3% | 6% | -4% | 11%
- O=C(NC(=S)Nc1cc([N+](=O)[O-])ccc1Cl)c1ccccc1
  0.0% | 4% | 6% | -2% | ? | 0% | -6% | -4%[46.1 µM]
- O=C(CN1CCCN(S(=O)(=O)c2ccc(Br)cc2)CC1)Nc1cccc(C(F)(F)F)c1
  0.8% | -1% | . | -3% | -30% | . | 2% | .
- CN(C)Cc1cccc([N+](=O)[O-])c1O
  0.1% | 3% | -7% | -4% | -9% | 0% | -2% | 5%
- COc1cccc(C2CC(c3ccccc3)=NN2S(=O)(=O)c2ccc(C)cc2)c1OC (stereo unspecified)
  ? | -8% | -3% | 1% | -18% | -3% | 5% | -27%
- O=C(CCN1C(=O)c2ccccc2C1=O)Nn1cnnc1
  0.5% | -14% | 5% | -3% | -9% | 0% | -8% | 8%[7.67 µM]
- COc1ccc(NC(C)=O)cc1C
  -2.8% | 4% | 14% | 0% | -4% | 8% | 4% | 10%
- COc1ccc(CNC(=O)Cn2c(=O)oc3cc(S(=O)(=O)N4CCCC4)ccc32)cc1
  -6.2% | -7% | . | -1% | -7% | . | 4% | .
- O=C(O)CCC(=O)NC1CCCCC1
  -0.8% | 4% | -4% | 3% | -2% | -2% | -3% | -7%[46.1 µM]
- COC(=O)/C(=C/c1cn(C(C)=O)c2ccccc12)[N+](=O)[O-]
  1.1% | -6% | 5% | -1% | -4% | 3% | 3% | 20%
- CCCCCOCC1CC(C/C(C)=N/NC(N)=S)C(=O)O1 (stereo unspecified)
  -2.7% | 2% | -8% | -1% | 6% | 0% | 6% | 4%
- CCOC(=O)Cc1nnc(NC(=O)COc2ccc(F)cc2)s1
  0.0% | -4% | 5% | 3% | -12% | 3% | 3% | 0%[46.1 µM]
- O=C(Cc1cccs1)N/N=C/C=C/c1ccco1
  2.7% | ? | 3% | -3% | ? | -1% | -8% | -33%
- N#CCCSCc1ccc(OCC(=O)O)cc1
  -2.0% | 7% | 10% | -1% | 8% | 13% | -17% | -10%[46.1 µM]
- CCc1ccc2[nH]c3nc(C)cc(C)c3c(=O)c2c1
  -1.1% | 13% | 5% | 4% | 6% | 15% | 4% | 12%
- CC/C(=N\NC(=O)c1ccc(CN(C)S(=O)(=O)c2ccc(C)cc2)cc1)c1ccc(OC(F)F)cc1
  -3.9% | -4% | 0% | 1% | -1% | 15% | 1% | -1%
- CC(C)(C)C(=O)NC(=S)Nc1sc2c(c1C#N)CCCCC2
  1.4% | -11% | 2% | -2% | -19% | -3% | 3% | -14%[46.1 µM]
- Cc1ccc(-n2cc(CN3CCN(C(=O)c4ncn[nH]4)CC3)c(-c3ccc(F)cc3)n2)cc1
  0.8% | 1% | 14% | -4% | -27% | 27% | -1% | ?
- O=C(CN1C(=O)c2ccccc2C1=O)OC(C(=O)c1ccc(Cl)cc1)c1ccccc1 (stereo unspecified)
  -0.2% | -10% | -8% | 0% | -18% | 4% | 0% | -19%[46.1 µM]
- CC1CCCCC1NC(=O)CSc1nc2ccccc2c(=O)n1Cc1ccco1 (stereo unspecified)
  2.4% | -1% | -3% | -7% | -7% | 5% | 4% | -13%[46.1 µM]
- CC(=O)N(C)C(c1ccc(N(C)C)cc1)c1nnnn1-c1c(C)cccc1C (stereo unspecified)
  -2.0% | 6% | -14% | -2% | -5% | -10% | 3% | 7%
- CC(c1nnc(SCC(=O)N2CCc3ccccc32)n1-c1ccc(Cl)cc1)N(C)C (stereo unspecified)
  -0.9% | 3% | 0% | -4% | -4% | 4% | -9% | 9%[46.1 µM]
- Cc1nn(CC(=O)N/N=C/c2cccs2)c(C)c1[N+](=O)[O-]
  -1.0% | 2% | -9% | -7% | -1% | 5% | 2% | 8%

Screening data (PubChem BioAssay)
